# DRD3 antagonist: qHTS of D3 Dopamine Receptor Antagonist: qHTS; D(3) dopamine receptor (Homo sapiens), P35462; D3R cells, DiscoveRx beta-arrestin luminescence, antagonist mode; active compounds read low; max response, negative = inhibition, %; 360,000 tested, 2.5% active; in the data active = max response below about -50%; inconclusive = no clear call, values can overlap the other calls; also: % is scaled to controls: 0 for no effect and ±100 for the full control effect; mostly tested at two doses, the higher about 12 µM
#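 Cells expressing the human receptor were seeded at 1500 cells/well, incubated overnight at 37 degrees C in 5% CO2, then exposed to library compounds with dopamine controls for 90 minutes at 37 degrees C before luminescent detection.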
# GLP1R inv ag: qHTS of GLP-1 Receptor Inverse Agonists (Inhibition Mode); Potency, µM (titrated, usually from 38.3 µM), for the others: at the highest dose activity change, negative = inhibition, most hits filed as inhibitors; HEK293 GLP-1R CRE-luciferase, luminescence, 24 h; GLP-1R form is constitutively active; Glucagon-like peptide 1 receptor (Homo sapiens), P43220; AID 624417, 2012; 410,000 tested, 1.6% active; also: potency is read from the fitted curve at half-maximal effect; % is scaled to controls: 0 for no effect and ±100 for the full control effect; nearly all actives have a fitted effect of over 55% in size
#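 Stable HEK293 clone (constitutively active GLP-1R + cAMP-response luciferase); 200 cells/uL plated, 12 h pre-culture, compound 24 hr, 37 deg C/5% CO2; detection reagent 12 min RT; luminescence.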
# IL-2 act: qHTS of IL-2 Activators; IL-2 activation reporter assay, cell-based qHTS; stimulated with anti-CD3/CD4/CD28 beads; in transgenic mouse T cells; activation, % (series mostly up to about 46 µM); 360,000 tested, 0.065% active; in the data active = activation above about 50%; inconclusive = mostly about 30% to 49%; also: 0% is about no effect
#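 Quantitative HTS in unstimulated transgenic mouse T cells, with memory T cells as non-tolerant control and PMA/ionomycin as tolerance-bypass control. Compound pretreatment lasted 60 minutes before 18 h bead stimulation; EGFP/DsRed fluorescence read.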
# GLP1R ag: qHTS of GLP-1 Receptor Agonists | Potency, µM (series often up to 45.6 µM), inactives show at the top dose activation, usual class: activators | HEK293 GLP-1R CRE-luciferase, luminescence, 4-6 h; cells express a hypersensitive GLP-1R form | Glucagon-like peptide 1 receptor (Homo sapiens), P43220 | 380,000 tested, 0.007% active; also: potency is read from the fitted curve at half-maximal effect; % of control where 0% means no effect
# GLP1R cytotox: qHTS of GLP-1 Receptor Inverse Agonists: Cytotox Screen. HEK293 cAMP-luciferase reporter cells, luminescence, 24 h. Potency, µM (doses to about 38.3 µM), for inactives: at the top dose activity change, negative = inhibition, usual class: inhibitors. 410,000 tested, 0.13% active. AID 624418, 2012;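 also: loss of luciferase light is scored as toxicity; potency is read from the fitted curve at half-maximal effect; % is scaled to controls: 0 for no effect and ±100 for the full control effect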
#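 To flag toxic compounds, the library was rerun on cells for 24 hr at 37 deg C and 5% CO2. Viability-linked luminescence was captured 12 min after adding luciferase detection reagent.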
# DRD3 agonist: qHTS of D3 Dopamine Receptor Agonist: qHTS; D3R DiscoveRx beta-arrestin cells, luminescence, 90 min; AID 652048, 2013; max activation, %; 410,000 tested, 0.58% active; in the data active = max activation above about 30%; also: 0% is about no effect; mostly tested at two doses, the higher about 12 µM
#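 Cells at 1500/well, incubated overnight, then treated with pinned compounds (dopamine as control) for 90 min at 37 degrees C. DiscoveRx reagent added for 30 - 60 minutes at room temperature; luminescence read.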
# PI5P4Ka inh: qHTS for Inhibitors of phosphatidylinositol 5-phosphate 4-kinase (PI5P4K). 330,000 tested, 1.2% active. PI5P4Kalpha enzyme, ADP-Glo luminescence, 60 min; active compounds read low. max response, %. AID 652105, 2013; active = max response of -50% or lower; inconclusive = between -30% and -50%; inactive = -30% or higher; also: value at the top dose of about 77 µM; % is scaled to controls: 0 for no effect and ±100 for the full control effect
# Target sequence (P48426 whole entry, looked up): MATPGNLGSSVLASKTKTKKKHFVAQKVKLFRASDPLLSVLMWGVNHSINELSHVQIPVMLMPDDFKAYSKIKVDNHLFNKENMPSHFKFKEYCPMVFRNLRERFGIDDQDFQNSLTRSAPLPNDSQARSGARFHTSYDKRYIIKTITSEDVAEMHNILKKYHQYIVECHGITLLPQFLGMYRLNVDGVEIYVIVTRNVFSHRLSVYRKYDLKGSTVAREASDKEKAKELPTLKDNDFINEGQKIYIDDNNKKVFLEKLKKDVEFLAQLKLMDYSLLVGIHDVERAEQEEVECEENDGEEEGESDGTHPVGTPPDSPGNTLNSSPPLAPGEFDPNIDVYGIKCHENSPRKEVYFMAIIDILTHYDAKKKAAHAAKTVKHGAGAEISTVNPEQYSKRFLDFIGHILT
#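 Enzyme plus substrate dispensed, test compounds pinned in, then ATP (5 microM final) added. After 60 min at RT, ADP-Glo reagent 1 for 45 min and reagent 2 for 30 min preceded luminescence imaging.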
# PLK1 PBD inh: qHTS for Inhibitors of PLK1-PDB (polo-like kinase 1 - polo-box domain): Primary Screen; Plk1 PBD binding of FITC phosphopeptide, fluorescence polarization; Potency, µM, without a hit: max response, negative = inhibition, hits mostly inhibitors; 360,000 tested, 2.8% active; AID 720504, 2013; also: potency is read from the fitted curve at half-maximal effect; series mostly up to about 57 µM; % is scaled to controls: 0 for no effect and ±100 for the full control effect; nearly all actives have a fitted effect of over 65% in size
# Target sequence (P53350 whole entry, looked up, the tested form may be a part): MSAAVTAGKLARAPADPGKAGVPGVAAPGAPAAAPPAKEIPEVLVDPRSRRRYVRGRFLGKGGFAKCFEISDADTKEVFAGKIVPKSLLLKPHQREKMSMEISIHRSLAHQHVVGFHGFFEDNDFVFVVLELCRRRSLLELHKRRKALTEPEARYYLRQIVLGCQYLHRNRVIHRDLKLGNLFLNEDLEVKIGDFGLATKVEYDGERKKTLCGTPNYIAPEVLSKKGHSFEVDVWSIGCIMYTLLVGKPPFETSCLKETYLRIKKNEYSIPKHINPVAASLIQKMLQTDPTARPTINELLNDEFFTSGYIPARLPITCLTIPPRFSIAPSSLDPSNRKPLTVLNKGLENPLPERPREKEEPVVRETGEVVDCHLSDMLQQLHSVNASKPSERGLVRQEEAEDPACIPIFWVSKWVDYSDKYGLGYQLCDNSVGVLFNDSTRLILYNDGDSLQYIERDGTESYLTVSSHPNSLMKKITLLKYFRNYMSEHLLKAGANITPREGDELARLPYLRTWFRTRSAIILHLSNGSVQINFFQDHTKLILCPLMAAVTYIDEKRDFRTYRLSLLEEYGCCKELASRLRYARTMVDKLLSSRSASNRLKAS
# WRN helicase inh: qHTS for Inhibitors of WRN Helicase; WRN helicase unwinding, fluorescent forked duplex, kinetic; Potency, µM (highest dose often 114 µM), without a hit: at the highest dose activity change, negative = inhibition, actives largely listed as inhibitors; 360,000 tested, 0.46% active; also: potency is read from the fitted curve at half-maximal effect; % is scaled to controls: 0 for no effect and ±100 for the full control effect; nearly all actives have a fitted effect of over 55% in size
#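 WRN at 20 nM final preincubated with compound 15 min at room temperature; reaction started with 100 nM fluorophore/quencher forked duplex oligonucleotide and 2 mM ATP final. Unwinding followed kinetically by red fluorescence (ex 525, em 598 nm).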
# Active calls of the source: *; ? = inconclusive; · = no result given; [ ] = dose if it differs, or a comment. Unless noted, calls follow the shape of the dose curve; as a rule, active = well fitted curve in the direction sought with a large enough effect; inconclusive = small, poorly fitted or top-dose-only effect, or another doubt; inactive = no such curve, though single readings can be large; an effect the other way counts as inactive or inconclusive.
no.	Molecule	DRD3 antagonist	GLP1R inv ag	IL-2 act	GLP1R ag	GLP1R cytotox
1	O=C(O)c1ccccc1Sc1ncnc2sccc12	-1	0%	-2.4	-4%	-2%
2	COc1cc(NC(=O)c2ccc3c(=O)n(Cc4ccco4)c(=S)[nH]c3c2)cc(OC)c1OC	1	-20%	-0.4	-2%	?
3	CC(CNC(=O)CCCn1ncn2c(cc3occc32)c1=O)c1ccccc1 (stereo unspecified)	-6	-14%	-2.2	7%	1%
4	CC1(Cc2ccc(F)cc2)C(=O)Nc2c(Cl)ccc(Cl)c21 (stereo unspecified)	-7	?	-0.7	9%	2%
5	CCc1cc(CNC(=O)CCc2nnc(CCCc3ccccc3)o2)on1	2	-6%	0.5	12%	-8%
6	CC1(C)CC2CC(C)(CN2C(=S)NC(=O)c2ccccc2Cl)C1 (stereo unspecified)	2	-27%	0.6	2%	?
7	C/C(=N/NC(N)=S)c1cc2ccc(O)cc2oc1=O	38	-17%	1.3	-4%	·
8	Clc1cccc(Cl)c1C[n+]1ccc2ccccc2c1	-9	?	-0.4	3%	-14%
9	CCCN(CC(=O)Nc1ccccc1C)C(=O)c1ccc(N2CCCC(C)C2)c([N+](=O)[O-])c1 (stereo unspecified)	0	?	-3.6	16%	-18%
10	COCOc1cccc(CN2CCC2(C)C(=O)Nc2ccc(C)c(O)c2)c1 (stereo unspecified)	4	?	-0.1	0%	-6%
11	O=C(CSc1ccc(Br)cc1)Nc1cccc(S(=O)(=O)N2CCOCC2)c1	-2	?	-5.8	6%	2%
12	COc1cccc2sc3ccc(C#Cc4ccc(N)cc4)cc3c(=O)c12	35	-3%	-2.3	30%	-24%

no.	DRD3 agonist	PI5P4Ka inh	PLK1 PBD inh	WRN helicase inh
1	1	-13	-4%	-13%
2	0	-10	-13%	-13%
3	-4	1	-26%	-2%
4	-3	16	-2%	-2%
5	4	-3	3%	-3%
6	3	2	-12%	6%
7	8	?	30%[activator]	-5%
8	0	-3	-12%	-3%
9	1	1	-2%	0%
10	10	-6	-1%	0%
11	-9	-6	6µM*	-20%
12	26	0	2%	-8%

# (next part)
no.	Molecule	DRD3 antagonist	GLP1R inv ag	IL-2 act	GLP1R ag	GLP1R cytotox
13	COC(=O)COc1cccc2c(=O)n(CC(=O)Nc3ccc4c(c3)OCCO4)ccc12	0	8%	-3.2	0%	-11%
14	CCS(=O)(=O)NCc1ccc2c(c1)cc(C)n2C	-27	8%	-0.2	-3%	-1%
15	COc1ccc(C(=O)N/N=C/C2CC=CCC2)cc1OC (stereo unspecified)	-4	14%	-2.3	7%	1%
16	O=C(c1ccc(N2CCCS2(=O)=O)cc1)N1CCN(c2ccccc2)CC1	-4	15%	0.9	15%	3%
17	O=C(C[C@@H]1CC[C@H](NC(=O)Nc2ccc(F)cc2)[C@@H](CO)O1)NCc1cccc(F)c1	15	23%	-0.2	·	5%
18	CC1Oc2ccccc2N(Cc2ccccc2Cl)C1=O (stereo unspecified)	13	?	-0.6	6%	0%
19	COC(=O)c1cc(NC(=O)c2c(-c3ccccc3)noc2C)ccc1N1CCOCC1	10	9%	-0.5	11%	-3%
20	O=[N+]([O-])c1ccc(Oc2ccc(S(=O)(=O)Nc3ccccc3)cc2)cc1	-6	?	-4.4	11%	1%
21	COc1ccccc1N1CCN(CC(=O)c2ccc(F)cc2)CC1	-14	7%	-0.5	-1%	3%
22	COc1ccc(Cl)cc1C(=O)Nc1cc(=O)n(C)c(=O)n1C	-2	-3%	-3.4	2%	6%
23	CCCn1c(=O)c(C(=O)Nc2ccccc2C)c(O)c2ccccc21	18	-2%	0.0	-5%	8%
24	O=C(C1CCC(CNS(=O)(=O)c2ccccc2)CC1)N1CCCCC1 (stereo unspecified)	6	-15%	-0.4	6%	-8%

no.	DRD3 agonist	PI5P4Ka inh	PLK1 PBD inh	WRN helicase inh
13	-3	-2	-21%	-9%
14	3	-2	-4%	-6%
15	-1	2	-5%	-6%
16	1	3	-6%	0%
17	5	4	1%	6%
18	1	·	-10%	-13%
19	5	-2	-1%	-17%
20	13	1	-2%	-6%
21	-21	0	-8%	7%
22	-5	0	-15%	5%
23	1	33	1%	-3%
24	10	5	-7%	-4%[57.1 µM]

# As entered above.
# Entry for CCS(=O)(=O)NCc1ccc2c(c1)cc(C)n2C in GLP1R ag: -3%
# Entry for O=C(C[C@@H]1CC[C@H](NC(=O)Nc2ccc(F)cc2)[C@@H](CO)O1)NCc1cccc(F)c1 in IL-2 act: -0.2
# Entry for CCCn1c(=O)c(C(=O)Nc2ccccc2C)c(O)c2ccccc21 in GLP1R ag: -5%
# Entry for O=C(C1CCC(CNS(=O)(=O)c2ccccc2)CC1)N1CCCCC1 (stereo unspecified) in DRD3 agonist: 10
# Entry for COC(=O)COc1cccc2c(=O)n(CC(=O)Nc3ccc4c(c3)OCCO4)ccc12 in GLP1R cytotox: -11%

# Random excerpt: 2 entries already listed
no.	Molecule	DRD3 antagonist	GLP1R inv ag	IL-2 act	GLP1R ag	GLP1R cytotox
17	O=C(C[C@@H]1CC[C@H](NC(=O)Nc2ccc(F)cc2)[C@@H](CO)O1)NCc1cccc(F)c1	15	23%	-0.2	·	5%
11	O=C(CSc1ccc(Br)cc1)Nc1cccc(S(=O)(=O)N2CCOCC2)c1	-2	?	-5.8	6%	2%

no.	DRD3 agonist	PI5P4Ka inh	PLK1 PBD inh	WRN helicase inh
17	5	4	1%	6%
11	-9	-6	6µM*	-20%

# Other structures follow:
no.	Molecule	DRD3 antagonist	GLP1R inv ag	IL-2 act	GLP1R ag	GLP1R cytotox
25	c1csc(Cc2nn3c(-c4ccncc4)nnc3s2)c1	7	-10%	-2.0	0%	-5%
26	CN(C)C(CNC(=O)c1cc(S(=O)(=O)N(C)c2ccccc2)ccc1Cl)c1cccs1 (stereo unspecified)	11	1%[0.307 µM]	2.2	-1%	-7%[0.307 µM]
27	Nc1ncc(Br)cc1S(=O)(=O)NCCC(=O)Nc1cccc(Cl)c1	-26	?	-0.2	-3%	-2%
28	CCOc1ccc2oc(C(=O)OCC(=O)N(CC(C)C)c3c(N)n(Cc4ccccc4)c(=O)[nH]c3=O)c(C)c2c1	34	2%	-1.1	-20%	-18%
29	CC(C)c1ccc(Nc2nnc(SCC(=O)NCC3CCCO3)s2)cc1 (stereo unspecified)	-2	?	-2.9	3%	-1%
30	COc1ccc(N=C2SC(CC(=O)Nc3ccccc3)C(=O)N2CC2CCCO2)cc1 (stereo unspecified)	12	?	0.3	6%	-8%
31	COc1ccc(S(=O)(=O)n2cnc(C)c2)cc1	1	7%	-1.3	1%	13%
32	Cc1cc(NC(=O)CSc2nc3ccccc3n2CC(=O)N2CCCCC2)no1	16	-8%	-1.4	1%	-6%
33	Fc1ccc(-c2nc(-c3cccs3)[nH]c2-c2ccc(F)cc2)cc1	?	?	-2.9	0%	1%
34	CC1Nc2ncnc(N3CCc4ccccc4C3)c2N(Cc2ccc(Cl)cc2)C1=O (stereo unspecified)	0	?	-0.1	-4%	-2%
35	CCCCC(=O)N1CCN(c2nc(-c3ccc(F)cc3)cs2)CC1	-12	?	-0.5	-1%	19%
36	CCCc1cc(=O)[nH]c(SCC(=O)c2cc(C)n(C(C)COC)c2C)n1 (stereo unspecified)	-10	2%	-0.1	5%	-6%

no.	DRD3 agonist	PI5P4Ka inh	PLK1 PBD inh	WRN helicase inh
25	5	·	-1%	?
26	-9	-2	-9%	0%
27	-5	·	-4%	-6%
28	2	-24	7%	5%
29	-12	-6	-7%	?
30	0	19	-5%	-12%
31	9	-13	-8%	-1%
32	9	·	-4%	-9%
33	-13	3	-1%	-12%
34	-18	-10	-6%	-5%
35	0	4	-7%	-24%
36	5	·	-6%	2%

# (more compounds)
no.	Molecule	DRD3 antagonist	GLP1R inv ag	IL-2 act	GLP1R ag	GLP1R cytotox
37	CC1CC(C)CN(C(=O)C2CCN(S(=O)(=O)N3CCC4(CC3)OCCO4)CC2)C1 (stereo unspecified)	-6	-8%	-1.7	-2%	-2%
38	O=c1nc2n(c3ccc(Br)cc13)CCS2	9	38%[activator]	-1.9	9%	-11%
39	CSc1nnc2c(n1)OC=Nc1ccc(Br)cc1-2	2	6%	0.4	0%	-4%
40	O=C(Nc1ccc(-n2ccnc2P(=O)(O)c2ccccc2)cc1)c1ccccc1Cl	-12	0%	-1.9	-8%	0%
41	Cn1c2ccccc2c(=O)c2cc(C#Cc3ccc(N)cc3)ccc21	65	-2%	0.6	11%	-43%
42	CCOc1ccc(S(=O)(=O)N2CCN(C)CC2)cc1NC(=O)c1ccccc1F	-7	?	1.6	2%	7%
43	O=c1c(Cc2ccc(Cl)cc2Cl)c(O)ccn1Cc1ccncc1	-11	6%	2.4	-3%	-1%
44	O=C1c2ccccc2C(=O)c2c1cccc2N1CCCC1	2	?	1.2	15%	?
45	CC(NC(=O)c1cc2cc([N+](=O)[O-])ccc2oc1=O)C1CCCO1 (stereo unspecified)	0	-7%[0.307 µM]	3.4	-9%	-2%[0.307 µM]
46	Cc1ccc(-n2c(SCC(=O)NCC3CCCO3)nc3c(c2=O)SCC3)cc1 (stereo unspecified)	-8	0%	-2.7	-5%	-7%
47	C/C(=N/NC(=O)CNc1ccc(C)cc1)c1ccc(Cl)cc1	28	0%	0.2	-3%	3%

no.	DRD3 agonist	PI5P4Ka inh	PLK1 PBD inh	WRN helicase inh
37	-10	-10	-7%	7%
38	19	·	-4%	1%
39	0	6	-5%	-3%
40	10	·	1%	-1%
41	59*	-7	-6%	9%
42	3	6	-4%	-23%
43	-2	0	-3%	-3%
44	-2	-6	-3%	?
45	-3	-7	-9%	-12%
46	-2	-3	-10%	1%
47	4	·	-6%	-8%[57.1 µM]
